From PubChem
TRPV1 agonist – human TRPV1 agonism | TRPV1-expressing cells, Fluo-8 calcium influx, agonist mode | Q8NER1 | activation, % at 8.33 µM | 320,000 compounds, 0.19% hits; in the data active means activation above about 80%; inconclusive means between about 30% and that limit; further: 0% is about no effect
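Cells expressing TRPV1 were dye-loaded with Fluo-8 and read kinetically: 10 s baseline, 3 min after compound (agonist portion), then 2 min after EC20 capsaicin (allosteric enhancer portion). Calcium-bound dye fluorescence at 480/520 nm.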
TSG101-PTAP inh – blocks PTAP/TSG101 interaction to inhibit HIV-1 budding; 340,000 tested, under 10 active; Q99816; Fluorescence polarization, FITC-PTAP peptide / Tsg101 binding; AID 493005; Potency, µM (highest dose often 115 µM), without a hit: at the highest dose activity change, negative = inhibition, most hits filed as inhibitors; active means well fitted inhibition curve with a large enough effect in the main read-out, with a control signal flat, not every such curve was filed as active; inconclusive means small, poorly fitted or top-dose-only effect, or effect the other way, or a change in a side signal; inactive means no such curve, though single readings can be large or run the other way; further: potency means the concentration at half of the fitted maximal effect; % of control where 0% means no effect
Target sequence (Q99816 whole entry, looked up): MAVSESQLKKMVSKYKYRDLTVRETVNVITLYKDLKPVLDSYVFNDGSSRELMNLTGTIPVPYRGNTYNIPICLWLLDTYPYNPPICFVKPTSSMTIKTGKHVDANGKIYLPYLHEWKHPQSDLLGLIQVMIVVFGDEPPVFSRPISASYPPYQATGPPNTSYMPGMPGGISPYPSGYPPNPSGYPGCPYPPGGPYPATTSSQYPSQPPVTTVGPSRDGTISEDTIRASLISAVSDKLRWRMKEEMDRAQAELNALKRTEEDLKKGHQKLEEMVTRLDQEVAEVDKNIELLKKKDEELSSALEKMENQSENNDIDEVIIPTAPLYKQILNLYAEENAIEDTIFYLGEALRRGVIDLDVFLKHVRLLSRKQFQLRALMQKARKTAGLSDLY
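FP read-out: FITC-PTAP peptide, 50 nM final, binding Tsg101 binding domain, 10 uM final; 20 min, r.t.; 10 mM HEPES pH 7.5, 0.15 M NaCl, 0.01% Tween 20, 3 mM EDTA, 0.1 mM TCEP.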
B2AR arrestin – beta2AR (human) beta-arrestin recruitment activity; P07550; beta-arrestin recruitment to beta2AR, cell-based reporter; Potency, µM (titrated, usually from 46.1 µM), for inactives: top-dose activation, actives largely listed as activators; 330,000 compounds, 0.02% hits;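 further: potency means the concentration at half of the fitted maximal effect; 0% = DMSO controls and full agonism = EC100 isoproterenol or metaproterenol; nearly all actives have a fitted effect of over 65% in size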
Eya2 phos inh – blocks the phosphatase activity of human Eya2 | recombinant Eya2, OMFP fluorescence dephosphorylation (OMFP is methylfluorescein phosphate) | Potency, µM (doses to about 76.9 µM), inactives show at the top dose activity, negative = inhibition, hits mostly inhibitors | 330,000 compounds, 0.006% hits | AID 488837; further: potency means the concentration at half of the fitted maximal effect; on the % scale 0 is the no-effect control and ±100 the full control effect
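Eya2 protein (added as 0.2 uM solution) was preincubated with compound for 10 min at ambient temperature in 50 mM HEPES pH 7.5, 50 mM NaCl, 5 uM MgCl2, 0.05% BSA, 1 mM DTT. OMFP (added at 50 uM) then reacted 10 min; fluorescence read at 485/525 nm.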
Integrin act MD – activators of alpha7 integrin expression for muscular dystrophy; Potency, µM (highest dose often 38.3 µM), inactives show top-dose activation, actives largely listed as activators; alpha7betagal myoblasts, beta-gal FDG fluorescence, 48 h; 350,000 compounds, 0.064% hits;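 further: potency means the concentration at half of the fitted maximal effect; 100% = response of the positive control SU9516; nearly all actives have a fitted effect of over 60% in size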
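alpha7betagal+/- myoblasts (passage 13, 250/well) treated 48 h at 37C with compounds at 1:260 dilution of DMSO stock. Lysed, then beta-galactosidase activity read as FDG fluorescence (ex 480/em 540) after 30 min, with pre-read for autofluorescence.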
p53 reactivator – restores transcriptional activity of mutant p53. Potency, µM (doses to about 92.2 µM), for inactives: top-dose activity change, positive = activation, hits mostly activators. 320,000 compounds, 0.063% hits. H1299 p53-A138V BP100-luciferase reporter, luminescence, 24 h; further: potency means the concentration at half of the fitted maximal effect; % of control where 0% means no effect; nearly all actives have a fitted effect of over 45% in size
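H1299 (p53-null), stable ts p53-A138V + BP100-Luc; 1000 cells/well, Opti-MEM/10% FBS; cpd 4 pt, 1:5; 24 h, 37 deg C, 5% CO2; detection reagent 10 min RT; luminescence.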
ELG1 genotox – induces genotoxicity in HEK293T cells with luciferase-tagged ELG1; HEK293T ELG1-luciferase reporter, luminescence, 16 h; Potency, µM (top dose mostly 46 µM), for the others: top-dose activity change, positive = activation, hits mostly activators; 330,000 compounds, 1.3% hits; further: potency means the concentration at half of the fitted maximal effect; % of control where 0% means no effect; nearly all actives have a fitted effect of over 60% in size
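Quantitative HTS format in 1536-well plates. HEK293T ELG1-luciferase reporter cells receive test compound and are incubated 16 hr at 37 °C, 5% CO2; ONE-Glo added, 30 min room temperature, then luminescence read.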
S-ASM inh – inhibitors of human secretory acid sphingomyelinase; P17405; placental ASM, HMU-PC fluorogenic substrate, 60 min; Potency, µM (series often up to 57.5 µM), for the others: top-dose activity change, negative = inhibition, usual class: inhibitors; 340,000 compounds, 0.006% hits; AID 504937; further: potency means the concentration at half of the fitted maximal effect
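Human placenta-derived ASM preincubated with compound 10 min at room temperature, then reacted with 9 uM (final) fluorogenic HMU-PC substrate for 60 min at 37 C. Stop solution raises pH to 10; fluorescence read at Ex 386/Em 447 nm.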
USP2a inh – USP2a (human) protease inhibition. O75604. USP2 core, Ub-CHOP2 coupled fluorogenic reporter, 485/531. Potency, µM (titrated, usually from 38.3 µM), without a hit: at the top dose activity change, negative = inhibition, hits mostly inhibitors. 330,000 compounds, 0.01% hits;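 further: potency means the concentration at half of the fitted maximal effect; plate controls were DMSO wells for no effect and full inhibition by NEM control for full effect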
Target sequence (O75604 whole entry, looked up): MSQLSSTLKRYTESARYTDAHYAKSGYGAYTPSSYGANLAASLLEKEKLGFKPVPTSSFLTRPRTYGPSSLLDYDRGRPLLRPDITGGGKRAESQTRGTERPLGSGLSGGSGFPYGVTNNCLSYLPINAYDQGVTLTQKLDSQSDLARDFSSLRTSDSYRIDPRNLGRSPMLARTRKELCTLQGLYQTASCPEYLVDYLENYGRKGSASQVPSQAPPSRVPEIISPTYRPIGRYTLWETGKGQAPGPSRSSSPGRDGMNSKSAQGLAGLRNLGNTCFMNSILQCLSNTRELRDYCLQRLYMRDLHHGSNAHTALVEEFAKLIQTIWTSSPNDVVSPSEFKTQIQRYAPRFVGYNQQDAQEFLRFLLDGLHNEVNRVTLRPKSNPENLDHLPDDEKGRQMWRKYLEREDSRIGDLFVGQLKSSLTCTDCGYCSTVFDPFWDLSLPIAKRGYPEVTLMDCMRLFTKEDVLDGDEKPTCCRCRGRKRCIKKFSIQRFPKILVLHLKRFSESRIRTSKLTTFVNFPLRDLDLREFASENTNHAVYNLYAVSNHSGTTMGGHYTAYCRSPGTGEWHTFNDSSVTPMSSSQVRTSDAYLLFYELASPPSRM
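USP2 core (10nM final) preincubated 30min RT with compound in 20mM Tris-HCl pH 8.0, 2mM CaCl2, 2mM beta-mercaptoethanol, 0.05% CHAPS; 25nM Ub-CHOP2 plus 25nM reporter substrate added, fluorescence (Ex485/Em531) read after 60min.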
BRCA1 expr act – BRCA1 expression activation | Potency, µM (series often up to 46.1 µM), without a hit: top-dose activation, hits mostly activators | 380,000 compounds, 1.1% hits | AID 624202 | MCF7-BRCA1-FFLuc reporter, luminescence, 48 h; response scale: scaled: vehicle 0%, 10 µM genistein 100%; further: potency means the concentration at half of the fitted maximal effect; nearly all actives have a fitted effect of over 80% in size; some results filed as inactive show a strong effect at the top dose
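Using MCF7 cells harboring a BRCA1 firefly luciferase reporter, plated 2 h before compound pinning, the screen measured luminescence after 48 h incubation. Responses were normalized to DMSO and 10 microM genistein, then fitted for concentration-effect.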
uPA generation – cell surface uPA generation inhibition; cell surface uPA generation assay, qHTS; Potency, µM (titrated, usually from 38.3 µM), for the others: at the highest dose activity change, negative = inhibition, usual class: inhibitors; 330,000 compounds, 0.31% hits; AID 540303; active means well fitted inhibition curve with a large enough effect; inconclusive means small, poorly fitted or top-dose-only effect; inactive means no such curve, though single readings can be large or run the other way; tested in mouse RAW 264.7 cells; further: potency means the concentration at half of the fitted maximal effect; on the % scale 0 is the no-effect control and ±100 the full control effect; nearly all actives have a fitted effect of over 55% in size
The depositor's hits bear a star; i = inactive; ? = inconclusive; · = no result given; [ ] = dose if it differs, or a comment. Unless noted, the call rests on the fitted dose curve; in most records, active means well fitted curve in the direction sought with a large enough effect; inconclusive means small, poorly fitted or top-dose-only effect, or another doubt; inactive means no such curve, though single readings can be large; an effect the other way counts as inactive or inconclusive.

Each structure is followed by: TRPV1 agonist, TSG101-PTAP inh, B2AR arrestin, Eya2 phos inh, Integrin act MD, p53 reactivator, ELG1 genotox, S-ASM inh, USP2a inh, BRCA1 expr act, uPA generation
COC(=O)c1cc([N+](=O)[O-])c(-n2ccnc2)c([N+](=O)[O-])c1
→ -2.0, -4.6%, -1.8%, 9.3%, -23.3%, -31.1%[inhibitor], 18.9%, -2.6%, 3.7%, -24.3%, -5.8%
O=C(Nc1ccccc1Cl)O/N=C(/c1ccccc1)c1ccccn1
→ ·, -6.1%, 0.3%, 2.3%, 8.1%, 2.7%, -0.8%, 2.5%, -0.1%, -7.5%, 3.7%
O=C(NCc1ccc(Cl)cc1)N1CCOCC1
→ ?, 0.4%, -0.2%, 12.7%, -14.7%, ·, 0.9%, 0.0%, 2.4%, -10.3%, -0.9%
Cc1nc(-c2ccc(Cl)cc2)sc1C(=O)NNC(=O)C(C)C
→ 1.0, -3.7%, -1.0%, -20.8%, 5.8%, -4.7%, 0.5%, 3.6%, 0.6%, -15.8%, 0.1%
O=C1[C@H](Cc2ccccc2)NCC=CC[C@@H](c2ccco2)N1Cc1ccccc1
→ ·, 0.3%, ·, ·, -21.1%, ·, ·, 1.5%, ·, -16.6%, 7.8%
Cc1cccc(/C=C2\Sc3ccc(C(=O)NCC4CCCO4)cc3N(C)C2=O)c1 (stereo not given)
→ 19.9, -6.1%, 0.5%, 2.0%, 6.7%, -6.6%, -10.1%, -1.3%, -0.4%, -29.4%, -8.0%
Cc1ccc(S(=O)(=O)N(C)c2ccc(OC(=O)c3ccc(N4CCCC4=O)cc3)cc2)cc1
→ -2.5, -0.3%, 0.0%, -11.1%, 11.9%, 3.2%, 4.3%, 1.1%, 1.2%, -2.8%, 4.3%
CCN1CC2=C(OC(N)=C(C#N)C2c2ccccc2)/C(=C\c2ccccc2)C1 (stereo not given)
→ 10.8, -2.0%, 4.4%, 4.5%, -10.6%, -4.4%, -29.4%, 16.9%, -4.4%, -28.8%, -1.1%
COc1ccc(Cl)cc1NC(=O)CNc1ccccc1F
→ 1.4, 0.7%, 0.0%, -19.2%, 8.1%, -2.0%, 2.6%, -6.4%, -0.6%, -76.2%, -6.8%
COc1ccc(NC(=O)C(C)SCc2ccccc2)cc1 (stereo not given)
→ -6.1, -6.1%, -0.4%, -19.4%, -4.9%, 2.6%, 0.3%, -2.9%, -5.2%, 28.0%, -9.2%
CCN(CC(=O)Nc1c(F)cccc1F)C(=O)C1Cc2ccccc2CN1S(=O)(=O)CC (stereo not given)
→ 1.1, -4.4%, -0.3%, 4.0%, -1.4%, 9.4%, -3.7%, 5.8%, 0.4%, -9.0%, 18.8%
CCOc1ccc(CN(CC)C(=O)Cc2c[nH]c3ccccc23)cc1OC
→ -0.6, -3.4%, -0.5%, 8.5%, -3.1%, 0.9%, -16.9%, -3.1%, 1.1%, -24.4%, -2.9%
N#Cc1ccccc1NC(=O)Nc1ccc(Cl)cc1
→ -1.9, 0.0%, -0.9%, -11.3%, -19.1%, 2.1%, 0.0%, 81.0%[activator], 2.7%, 76.1%, -3.1%
CC(Cl)C(=O)Nc1ccccc1C#N (stereo not given)
→ -1.3, -3.4%, -1.3%, 2.1%, -0.5%, -7.2%, 0.2%, 1.5%, -1.2%, -8.3%, 0.5%
Cc1ccc(C)c(CN2C(=O)C3CCCN3c3ccc(C#N)cc32)c1 (stereo not given)
→ 9.7, 0.6%, -0.7%, 10.9%, -11.5%, -6.1%, -3.1%, 0.5%, -0.4%, 0.8%[1.84 µM], 5.0%
COc1ccc(S(=O)(=O)NCc2ccc(C(=O)NCc3cccnc3)cc2)cc1
→ 1.6, ·, -0.7%, 10.6%, ·, 5.5%, -4.1%, ·, 9.9%, ·, ·
CC(C)(C)N(Cc1cc2ccccc2[nH]c1=O)C(=O)c1cccc([N+](=O)[O-])c1
→ 3.2, -1.4%, 0.3%, 1.9%, ?, -3.1%, 7.6%, -1.2%, -1.2%, 9.3%, 7.2%
c1ccc(-c2cc3c(NCC4COc5ccccc5O4)ncnc3s2)cc1 (stereo not given)
→ ?, 2.4%, -0.2%, -0.4%, -21.3%, 4.6%, -4.3%, -25.3%, 2.9%, -30.6%, -5.0%
COc1ccc(NC(C)=O)cc1NC(C)C(=O)Nc1cc(C(F)(F)F)ccc1N1CCOCC1 (stereo not given)
→ -1.9, -8.2%, -0.8%, 1.1%, 3.2%, -10.9%, 0.3%, 6.5%, 1.4%, -23.2%, -2.7%
CCCC(c1nnnn1Cc1ccco1)N1CCC(C(N)=O)CC1 (stereo not given)
→ -0.2, -1.0%, 0.1%, -2.7%, 11.6%, 0.0%, 11.6%, 0.7%, 0.1%, 1.5%, 0.3%
CCOC(=O)CSc1nnc(-c2ccco2)n1C
→ -1.4, -7.4%, -0.3%, -7.2%, 14.7%, 1.1%, 0.6%, 1.2%, 1.8%, 2.5%, ·
Cc1ccc(NC(=O)Cn2nc(C(=O)Nc3ccc(C)cc3)ccc2=O)cc1
→ 3.5, 3.2%, -0.3%, -10.5%, 0.0%, 8.0%, -0.4%[9.26 µM], 0.6%, 2.9%, -7.5%, 9.3%
O=C(OCc1ccccc1)c1ccc2c(c1)-c1ccccc1C2=O
→ 9.0, -8.8%, 0.0%, -25.4%, ?, ?, 10.3µM*, -10.1%, 1.3%, 8.91µM*, 0.7%
COc1ccc(NC(=S)NNC(=O)c2nnn(-c3ccccc3)c2C)cc1
→ 0.4, 0.2%, 0.1%, -0.2%, -6.7%, 7.3%, -2.8%, 0.6%, -1.2%, -4.1%, -1.7%
CCOc1ccccc1NC(=O)c1cc(CC(C)C)oc1C
→ 11.7, -3.2%, 0.0%, -24.5%, -19.9%, 6.8%, -0.9%, -9.4%, 4.4%, -42.4%, 5.0%
Cc1ccc2c(c1)N(C(=O)CCC(=O)N1CCN(c3cccc(C)c3C)CC1)CCO2
→ 0.0, -8.0%, -1.8%, -11.0%, -6.7%, ·, -8.0%, -2.5%, 3.2%, -37.5%, -20.3%
O=C1CC(NS(=O)(=O)c2ccc([N+](=O)[O-])cc2)CN1c1cccc(F)c1 (stereo not given)
→ 9.9, -3.3%, 0.2%, 7.7%, -11.9%, -0.4%, -1.1%, -0.3%, 0.7%, -16.7%, 3.8%
CC(C)N(Cc1ccccc1)C(=S)NCc1ccccc1
→ 15.0, -3.9%, 0.0%, -6.6%, -5.5%, -0.7%, -7.2%, -2.9%, 1.7%, -27.6%, 4.5%
O=C(c1cc(Br)c(Br)s1)N1CCOCC1
→ ?, -0.7%, -0.2%, 3.2%, -14.7%, -4.9%, -10.9%, 5.3%, 2.4%, 5.2%, -0.6%
CC(OC(=O)C1CCN(S(=O)(=O)c2ccccc2)CC1)C(=O)Nc1ncc(Cl)cc1Cl (stereo not given)
→ 4.0, -4.9%, 0.1%, 9.6%, 13.1%, 6.8%, 3.2%, 5.4%, -0.2%, 11.0%, -0.7%
CCOC(=O)C1CCN(C(=O)c2sc3ncnc(N4CCC(C)CC4)c3c2C)CC1
→ 16.4, -3.2%, -0.3%, 1.2%, -18.2%, -11.3%, 1.4%, 0.5%, -2.2%, -25.4%, ·
COc1ccccc1CNC(=O)C(NS(=O)(=O)c1ccc2c(c1)OCCO2)C(C)C (stereo not given)
→ 1.4, 5.0%, 0.4%, 4.1%, -15.7%, -10.7%, -0.4%, 3.3%, 0.8%, -16.5%, -3.0%
COc1cc(/C=C(\C#N)C(=O)Nc2cccc(C(=O)O)c2)ccc1OCc1ccc(F)cc1
→ -0.7, -4.5%, -0.9%, -0.4%, 13.8%, ?, 20.6µM*, -1.5%, -6.0%, 11.2µM*, -2.9%
CC(=O)Nc1ccc(S(=O)(=O)C(C#N)c2nc3ccccc3nc2NCCCO)cc1 (stereo not given)
→ 0.9, -6.7%, 0.6%, 9.0%, 5.1%, -2.2%, -0.4%, i, 0.9%, -12.4%, 0.6%
COc1cc(-c2nnc(SCC#CCO)o2)cc(OC)c1OC
→ 4.7, -2.4%, 0.5%, -5.1%[15.4 µM], -4.0%, -11.2%, 12.9%, 1.0%, 0.5%, -21.1%, -5.6%
Oc1ccc(/C=N/Nc2cccc3cccnc23)c(O)c1
→ 22.4, -2.2%, 0.2%, -39.0%, -25.8%, 10.8%, 6.51µM*, -5.0%, 1.3%, ?, ?

Random draw from the library; about 2.6% have a hit in one of these screens.
